FXIIa single: inhibitors of human coagulation factor XIIa | purified human FXIIa, AMC substrate fluorescence, 2 h | inhibition, % at 10 µM | 33,000 tested, 0.2% active | AID 701; in the data active means inhibition above about 30%;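 further: 0% = enzyme with vehicle only and 100% = no enzyme blank; many of its hits are not listed in these tables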
FXIa inh: blocks human coagulation factor XIa activity; purified human FXIa, fluorogenic AMC substrate cleavage; AID 687; inhibition, % at 10 µM; 33,000 tested, 0.3% active;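 active means inhibition above 40% in the primary screen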;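 further: 0% = enzyme without compound and 100% = blank wells lacking enzyme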
Target sequence (P03951 19-387 limits assumed): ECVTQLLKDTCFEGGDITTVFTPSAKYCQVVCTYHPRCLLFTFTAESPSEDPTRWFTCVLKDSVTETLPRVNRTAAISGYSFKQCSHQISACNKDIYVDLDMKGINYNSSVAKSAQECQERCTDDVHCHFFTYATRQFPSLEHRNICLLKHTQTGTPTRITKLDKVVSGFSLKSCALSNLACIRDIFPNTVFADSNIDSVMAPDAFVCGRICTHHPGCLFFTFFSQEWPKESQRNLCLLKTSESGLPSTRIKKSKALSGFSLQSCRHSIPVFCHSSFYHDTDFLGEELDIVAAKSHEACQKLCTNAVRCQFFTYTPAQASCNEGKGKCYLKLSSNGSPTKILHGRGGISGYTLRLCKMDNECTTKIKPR
Target sequence (P03951 388-625 limits assumed): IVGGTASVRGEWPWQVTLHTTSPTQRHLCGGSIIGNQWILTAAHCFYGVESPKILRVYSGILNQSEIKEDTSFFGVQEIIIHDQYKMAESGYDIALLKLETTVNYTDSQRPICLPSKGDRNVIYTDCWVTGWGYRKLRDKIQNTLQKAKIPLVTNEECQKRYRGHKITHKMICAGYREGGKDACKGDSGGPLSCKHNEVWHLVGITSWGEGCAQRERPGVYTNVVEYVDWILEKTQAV
* hit, by the source's call.

SMILES	FXIIa single	FXIa inh
COc1cc2[nH]c(=O)n(CCCCCC(=O)NCCc3c[nH]c4ccccc34)c(=O)c2cc1OC	3	-9
Cc1ccc(C2C(/C=C3/SC(=S)NC3=O)=C(c3cccs3)Oc3ccccc32)cc1 (stereo unspecified)	20	2
Nc1cc(=O)[nH]c(SCC(=O)Nc2cc(Cl)cc(Cl)c2)n1	5	-6
CCCn1nnc(NC(=O)COc2ccc(Cl)cc2)n1	-10	-13
O=C1C(c2ccc(F)cc2)N(CC2COc3ccccc3O2)C(=O)CN1C1CCCCC1 (stereo unspecified)	2	7
CCn1c2ccccc2c2cc(NC(=O)N3CCOCC3)ccc21	6	-3
Nc1c(Nc2ccccc2)c2ccccc2oc1=O	7	-1
COC(=O)c1cncc(O)c1	5	7
Cc1cc2c3c(c1)C(C)(c1ccccc1)CC(C)(C)N3C(=O)C21C(C#N)=C(N)OC2=C1C(=O)CC(C)(C)C2 (stereo unspecified)	-3	-7
O=C(NCc1ccccc1)c1ccc(-c2ccccc2F)o1	9	0
O=C(NCCCn1ccnc1)c1cc2c(s1)CCCCC2	10	-2
O=C1NC(Cc2c[nH]c3ccccc23)C(=O)N1c1ccc(F)cc1 (stereo unspecified)	2	-4
COc1cccc(Nc2ncnc3nc[nH]c23)c1	4	-1
CN(c1ccc(C(=O)NCCSC(C)(C)C)cc1)S(C)(=O)=O	4	0
Cc1ccc(C(=O)Oc2cccc(NC(=O)c3ccco3)c2)cc1S(=O)(=O)N1CCC(C)CC1	5	-8
O=C(Cc1ccccc1)NCC(=O)N1CCCCCC1	-2	1
COC(=O)c1[nH]c(C)c(/C(O)=C2\C(=O)C(=O)N(CCCN3CCOCC3)C2c2ccccn2)c1C (stereo unspecified)	7	-3
CCNc1nc(NC(C)C)nc(N(C#N)CCOc2ccccc2)n1	6	-10
Cc1ccc(CC(=O)N2CCN(c3ccccn3)CC2)cc1	-16	25
CCNc1nc(NCC)nc(SCCOC(=O)Nc2ccccc2)n1	8	-3
Cc1cccc(C(=O)NC2CCN(C(=O)N3CCOCC3)CC2)c1	-12	-10
O=C(CCN1C(=O)c2ccccc2C1=O)N1CCN(C(=O)c2ccccc2)CC1	4	4
CC(=O)c1cccc(NC(=O)CSc2nnc(-c3cccnc3)o2)c1	5	-1
O=S(=O)(c1ccc(Cl)cc1)c1snnc1-c1ccccc1	13	-4
Cc1cnc(C(=O)OCC(=O)N(C(C)C)C(C)C)cn1	6	-9
CC(C)CC(=O)Nc1nnc(-c2ccco2)s1	9	-5
CCn1nc(NC(=O)c2cccnc2)c2cc3cccc(C)c3nc21	-14	1
COC(=O)C1=C(C)NC(=O)NC1c1ccsc1 (stereo unspecified)	3	-28
Cc1ccccc1NCC(=O)N/N=C/C(Br)=C/c1ccccc1	-3	0
COc1ccc2nc(SCC(=O)Nc3ccccc3C)[nH]c2c1	7	-7
O=C(NCC1CCCO1)C1CCN(S(=O)(=O)c2cccc3nonc23)CC1 (stereo unspecified)	-10	-14
Cc1ccc(NS(=O)(=O)c2ccccc2)c2c1CC(C)(C)O2	7	6
CCOCC(=O)Nc1sc2c(c1C(=O)OCC)CCCC2	4	3
Cc1ccc(-c2nc3ccccc3s2)cc1S(=O)(=O)N1CCCC1	7	18
CN(C1CCS(=O)(=O)C1)S(=O)(=O)c1cccc2nsnc12 (stereo unspecified)	2	-3
CC(=O)Nc1ccc(C(=O)N(C)c2ccccc2)cc1	1	-2
COc1ccc(C2CC(C(F)(F)F)n3nc(C(=O)O)c(Br)c3N2)cc1 (stereo unspecified)	14	-1
CCS(=O)(=O)N1CCCC(C(=O)NCc2cccc(OC)c2)C1 (stereo unspecified)	7	0
Cc1ccc(CNc2oc(-c3ccco3)nc2C#N)cc1	0	0
COc1ccc(C2c3c(ncn(CCN4CCOCC4)c3=N)Oc3ccc4ccccc4c32)cc1OC (stereo unspecified)	6	7
O=C(CNC(=O)c1ccco1)NCC(=O)OCc1cccc(C(=O)Oc2ccccc2)c1	-17	-4
CCC(=O)O[C@]1(C(=O)CCl)[C@@H](C)C[C@H]2[C@@H]3CCC4=CC(=O)C=C[C@]4(C)[C@@]3(F)[C@@H](O)C[C@@]21C	5	10
CC1CCCN(C(=O)C2CCN(CC(C)c3ccccc3)CC2)C1 (stereo unspecified)	0	-5
COc1cc(OC)nc(NC(C)=O)n1	7	-10
COc1ccccc1C(=O)Nc1ccc(S(=O)(=O)Nc2cc(C)nc(C)n2)cc1	-1	-5
CCN(CC)CCCN1C(=O)c2oc3ccccc3c(=O)c2C1c1cccc(OC)c1OC (stereo unspecified)	4	1
Cc1cccc(N2CCN(S(=O)(=O)c3ccc4c(c3)CCN4C(=O)CCC(=O)O)CC2C)c1 (stereo unspecified)	3	1
COC(=O)C1=C(O)CSC1=Nc1ccccc1	11	-1

Among those listed so far, these contain bromine.
SMILES	FXIIa single	FXIa inh
Cc1ccccc1NCC(=O)N/N=C/C(Br)=C/c1ccccc1	-3	0
COc1ccc(C2CC(C(F)(F)F)n3nc(C(=O)O)c(Br)c3N2)cc1 (stereo unspecified)	14	-1

Continuation:
SMILES	FXIIa single	FXIa inh
N#Cc1cc(Oc2ccccc2)c(-n2nnc3ccccc32)cc1C#N	2	-3
COCc1n[nH]c(=S)n1-c1ccccc1	9	3
COc1cccc(NC(=O)c2cnsn2)c1	3	7
Cc1cc(C)c(NC(=S)N2CCC(N(C)CC3CCCO3)CC2)c(C)c1 (stereo unspecified)	6	-4
O=C(Nc1cccc(C(F)(F)F)c1)c1cccnc1N1CCN(c2ccccc2)CC1	-3	-13
C=C(C)COc1ccc(-c2nc(N)ncc2Oc2ccccc2OC)c(O)c1	5	-5
COC(=O)/C(=C/Nc1cccc2ccccc12)[N+](=O)[O-]	1	-4
CCOC12NC(=O)CC(=O)N1C(c1ccccc1)=CS2 (stereo unspecified)	4	-1
O=[N+]([O-])c1ccc(Sc2cccc3cccnc23)cc1	5	4
CCc1[nH]nc2c1C(c1cccc(OC(=O)N3CCOCC3)c1)C(C#N)=C(N)O2 (stereo unspecified)	5	-1
CCC(Sc1nc2cc3c(cc2c(=O)n1Cc1ccco1)OCO3)C(=O)NCCOC (stereo unspecified)	1	3
COc1ccccc1NC(=O)CSc1nc2sc(C)c(C)c2c(=O)n1Cc1ccco1	9	1
CCCOC(=S)Nc1ccccc1	3	14
Clc1ccc(N2CCN(c3cnc4ccccc4n3)CC2)cc1	3	-7
CC(C)Oc1ccc(C(=O)Nc2ccc(NC(=O)c3ccco3)c(Cl)c2)cc1	3	6
CCCn1c(SCC(=O)OCc2ccccc2)nc2c1c(=O)n(C)c(=O)n2C	3	-6
O=C(Cn1cnc2c(nnn2Cc2ccc(F)cc2)c1=O)NCc1ccc2c(c1)OCO2	2	-1
CCOC(=O)/C=c1\sc2n(c1=O)CCN=2	-17	0
COc1ccc(-c2nnc(NC(=O)C3CCCO3)s2)cc1 (stereo unspecified)	6	6
O=C(NCc1ccc(F)cc1)c1cc2sccc2n1Cc1ccc(F)cc1	-18	3
Cc1cccc(N2C(=O)c3cccnc3C2=O)c1	-13	3
Cc1noc(NS(=O)(=O)c2ccc(N/C=C/C(=O)c3ccncc3)cc2)c1C	6	11
CCOC(=O)C1=NNC2C(=O)N(CC)C(=O)C12 (stereo unspecified)	6	1
O=C(c1cc2ccccc2o1)N1CCN(S(=O)(=O)c2cccs2)CC1	-10	27

Some of these compounds in order of formula weight, low to high.
SMILES	FXIIa single	FXIa inh
CCOC(=O)C1=NNC2C(=O)N(CC)C(=O)C12 (stereo unspecified)	6	1
Clc1ccc(N2CCN(c3cnc4ccccc4n3)CC2)cc1	3	-7
O=C(c1cc2ccccc2o1)N1CCN(S(=O)(=O)c2cccs2)CC1	-10	27
Cc1noc(NS(=O)(=O)c2ccc(N/C=C/C(=O)c3ccncc3)cc2)c1C	6	11
CC(C)Oc1ccc(C(=O)Nc2ccc(NC(=O)c3ccco3)c(Cl)c2)cc1	3	6
CCCn1c(SCC(=O)OCc2ccccc2)nc2c1c(=O)n(C)c(=O)n2C	3	-6
O=C(Cn1cnc2c(nnn2Cc2ccc(F)cc2)c1=O)NCc1ccc2c(c1)OCO2	2	-1

The listing continues:
SMILES	FXIIa single	FXIa inh
CCN1C(=O)C(O)(CC(=O)c2ccccn2)c2ccccc21 (stereo unspecified)	3	-6
COc1ccc2c(CC(=O)N3CCc4ccccc43)coc2c1	8	-6
CC1(C)OC(=O)N(c2ccccc2)C12C=Cc1c(ccc3ccccc13)O2 (stereo unspecified)	1	-4
COC(=O)c1cc(Br)c(=O)n(CCN2CCCC2)c1	4	-8
CC1CN(C(=O)CCc2ccccc2)C(C)CN1C(=O)CCc1ccccc1 (stereo unspecified)	7	2
Cc1cnnn1-c1ccc(C(=O)CCl)cc1	6	8
COc1cccc(NC(=O)CNC(=O)c2cccs2)c1	2	-3
O=C1C2CC=C(Cl)CC2C(=O)N1CC1OCCc2ccccc21 (stereo unspecified)	-2	-3
CCOc1ccc(NC(=O)CC2C(=O)N(c3ccccc3)C(=O)N2Cc2ccccn2)cc1 (stereo unspecified)	7	-2
COC(=O)/C=C(\C)NC(=O)c1ccc(F)cc1	9	-1
O=C(c1ccccc1)N1CCOC12CCN(c1ncc(C(F)(F)F)cc1Cl)CC2	1	1
COC(=O)c1cc(C(=O)OC)n(Cc2ccc(Cl)cc2Cl)n1	6	-2
Cc1sc2ncnc(SCC(=O)N3CCC(c4noc5ccc(F)cc45)CC3)c2c1C	3	2
CCOC(=O)c1c(NC(=O)c2ccc(C)cc2)sc2c1CC(C)(C)OC2	-4	-7
CCc1cccc(CC)c1N(COC)C(=O)Cn1c(CO)nc2ccccc21	-6	4
CCN(CC)C(=O)N1CCN(S(=O)(=O)c2ccc(C)c(C)c2)CC1	3	0
Cc1cc(=S)[nH]c2c(C)cccc12	8	-1
COC(=O)c1c(NC(=O)Cc2cccs2)sc2c1CCCC2	6	1
CSCCC(Nc1ncnc2ccc(Br)cc12)C(=O)O (stereo unspecified)	3	-6
Cc1oc(C(=O)O)cc1COc1ccc2c3c(c(=O)oc2c1)CCC3	-12	15
CCOc1ccc(Br)cc1S(=O)(=O)Nc1nc(CN2CCOCC2)nc2sc(C)c(C)c12	25	-2
O=S(=O)(Nc1ccc2c(c1)OCCO2)c1ccc(F)cc1	-2	0
C=CCn1c(SCC(=O)Nc2cccc3ccccc23)nnc1-c1cnccn1	8	5
CCCCNC(=O)CCc1c(C)nc2nc(-c3cc(OC)cc(OC)c3)nn2c1C	13	6

3 of the entries above in order of their number in FXIa inh, lowest first.
SMILES	FXIIa single	FXIa inh
CSCCC(Nc1ncnc2ccc(Br)cc12)C(=O)O (stereo unspecified)	3	-6
Cc1cc(=S)[nH]c2c(C)cccc12	8	-1
C=CCn1c(SCC(=O)Nc2cccc3ccccc23)nnc1-c1cnccn1	8	5

Going on with the list.
SMILES	FXIIa single	FXIa inh
O=C(O)c1ccc(-c2cccc(Cl)c2)o1	-12	1
CCOc1ccccc1C(=O)NC1CCN(Cc2nnnn2C2CCCC2)CC1	5	-1
NC(=O)CSc1nc2ccccc2c(=O)n1Cc1ccco1	1	-1
CC(C)(C)NC(=O)Cn1c(-c2nonc2N)nc2ccccc21	-13	22
CCCc1cc(=O)[nH]c(SCc2ccccc2Cl)n1	0	-6
Cc1ccc2[nH]c3c(c2c1)CN(C(=O)CN1c2ccc(F)cc2CCC1C)CC3 (stereo unspecified)	3	-8
Cc1ccc(NC(=O)C2CC(=O)n3ncnc3N2)cc1 (stereo unspecified)	5	4
CCSc1nnc(NC(=O)CSc2nc3c(c(=O)n2-c2ccccc2OC)SCC3)s1	6	-4
O=C(O)CSCC(=O)c1ccccc1	10	2
COC(=O)C1CCN(C(=O)c2c(-c3ccccc3Cl)noc2C)CC1	3	0
NS(=O)(=O)c1cc2c(cc1Cl)NC=NS2(=O)=O	-9	-12
COc1ccc(CCNC(=O)C2CC2)cc1OC	5	6
Cc1cccc(OCC(O)CN2C(C)(C)CC(O)CC2(C)C)c1C (stereo unspecified)	6	-1
CCN(c1ccccc1)S(=O)(=O)c1cc(OC)ccc1OC	-5	-4
CCc1cccc(C)c1NC(=O)CSc1nnc(-c2cc3cc(Br)ccc3o2)n1CC	-9	0
COc1ccc(CC(=O)NC(C)(C)CC(C)=O)cc1OC	6	-4
Cc1nc(N2CCN(C(=O)c3ccc(Cl)cc3)CC2)c(C#N)c2c1COC(C)(C)C2	-2	-1
COC(=O)CSc1nc(NC(C)=O)nc(C)c1Br	-6	-2
CC1CCC(N2CCN(c3ncccn3)CC2)C1 (stereo unspecified)	-1	5
COc1ccc(NC(=O)CSc2nnc(C3CCCCC3)n2-c2ccccc2)cc1	-16	5
Cc1onc(-c2ccccc2Cl)c1C(=O)Nc1nnc(Cc2ccc(Cl)cc2)s1	-2	-14
O=C(C[n+]1ccc(C(=O)N/N=C/c2ccc(O)cc2)cc1)c1ccccc1	7	1

Retrieved by structure from above (5):
SMILES	FXIIa single	FXIa inh
CCCOC(=S)Nc1ccccc1	3	14
Cc1cc2c3c(c1)C(C)(c1ccccc1)CC(C)(C)N3C(=O)C21C(C#N)=C(N)OC2=C1C(=O)CC(C)(C)C2 (stereo unspecified)	-3	-7
CCC(=O)O[C@]1(C(=O)CCl)[C@@H](C)C[C@H]2[C@@H]3CCC4=CC(=O)C=C[C@]4(C)[C@@]3(F)[C@@H](O)C[C@@]21C	5	10
CCOCC(=O)Nc1sc2c(c1C(=O)OCC)CCCC2	4	3
CC(C)(C)NC(=O)Cn1c(-c2nonc2N)nc2ccccc21	-13	22

Only part of the results is shown; count on the stated rates, not on these rows.
